KCNQ2 inh = KCNQ2 potassium channel inhibitors, primary screen, cell-based, CHO-K1, FluxOR thallium flux, B-score (AID 2156) | B-score at 10 µM | 20 min; hits give low values | hit rate 1.1% among 310,000;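 active = fluorescence ratio B-score at most minus 3 library SDs, with starting brightness B-score within 2 library SDs, cut at about -5.5 in these data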
Kir21 inh = Kir2.1 (mouse) channel inhibition. HEK293-Kir2.1, FluxOR thallium flux fluorescence; hits give low values. hit rate 0.85% among 310,000. P35561. B-score at 10 µM. AID 1672;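 active = fluorescence ratio B-score at or below minus 3 SD of library scores, with starting-brightness B-score within 2 SD, cut at about -4.2 in these data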;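 note: channel flux triggered by added potassium and thallium sulfate stimulus; B-score of peak minus minimum fluorescence over baseline after thallium stimulus; more negative B-score means stronger Kir2.1 block with less thallium influx; some compounds called inactive have numbers as strong as hits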
Target sequence (P35561 whole entry, looked up): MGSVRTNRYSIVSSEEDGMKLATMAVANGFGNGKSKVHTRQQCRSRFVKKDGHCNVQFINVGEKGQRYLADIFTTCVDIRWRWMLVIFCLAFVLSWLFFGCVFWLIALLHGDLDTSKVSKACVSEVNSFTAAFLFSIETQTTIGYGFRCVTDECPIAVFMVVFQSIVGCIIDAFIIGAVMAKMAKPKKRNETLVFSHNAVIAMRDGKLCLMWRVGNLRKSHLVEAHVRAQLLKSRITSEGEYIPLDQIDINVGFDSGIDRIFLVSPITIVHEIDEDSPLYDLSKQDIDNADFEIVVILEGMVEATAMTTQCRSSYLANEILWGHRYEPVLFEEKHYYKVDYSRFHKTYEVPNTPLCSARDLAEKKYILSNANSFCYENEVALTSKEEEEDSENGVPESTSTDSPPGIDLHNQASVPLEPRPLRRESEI
* hit, by the source's call; i = inactive.

no.	SMILES	KCNQ2 inh	Kir21 inh
1	Nc1ncccc1OCc1ccc(Cl)c(Cl)c1	i	-1.4
2	CC1CCCCC1NC(=O)CN1C(=O)COc2ccccc21 (stereo unspecified)	i	0.02
3	COc1ccccc1CNC(=O)[C@@H]1CCCN1S(=O)(=O)c1ccc(Cl)cc1	i	0.63
4	COc1ccc(CN2CCCN(C)CC2)c(OC)c1C	i	0.1
5	COc1ccc(CNC(=O)CN2CCN(c3ccccc3)CC2)cc1	i	2.3
6	COc1ccc(C(=O)Cn2c3ccccc3n3nc(CCC(=O)O)c(=O)nc23)cc1OC	i	0.93
7	O=C(COC(=O)c1ccccn1)NCc1cccs1	i	0.59
8	Cc1cc(C)cc(N(C(C)C(=O)N2CCCCC2)S(C)(=O)=O)c1 (stereo unspecified)	i	0.46
9	CCOc1ccc(-n2cnc3scc(-c4ccc(OC)c(OC)c4)c3c2=O)cc1	i	0.47
10	Cc1ccc(C2CC(C(F)(F)F)n3nc(C(=O)NCc4c(C)nn(C)c4C)c(Cl)c3N2)cc1 (stereo unspecified)	i	-0.73
11	O=C(CSCc1ccc(Br)cc1)NCCc1ccccc1	-5.5*	-4.8*
12	CCC(=O)c1ccc(N2CCN(C(=O)c3cc([N+](=O)[O-])ccc3N3CCN(C)CC3)CC2)c(F)c1	i	2.2

4 entries picked at random from the list so far:
no.	SMILES	KCNQ2 inh	Kir21 inh
7	O=C(COC(=O)c1ccccn1)NCc1cccs1	i	0.59
8	Cc1cc(C)cc(N(C(C)C(=O)N2CCCCC2)S(C)(=O)=O)c1 (stereo unspecified)	i	0.46
3	COc1ccccc1CNC(=O)[C@@H]1CCCN1S(=O)(=O)c1ccc(Cl)cc1	i	0.63
4	COc1ccc(CN2CCCN(C)CC2)c(OC)c1C	i	0.1

The list continues:
no.	SMILES	KCNQ2 inh	Kir21 inh
13	Cc1c(NC(=O)C(C)OC(=O)CCc2ccccc2)c(=O)n(-c2ccccc2)n1C (stereo unspecified)	i	-0.72
14	Cc1ccc(NC(=O)C2(N3CCC3=O)CCCCC2)cc1	i	-0.32
15	CN1CCN(C(c2ccc(Cl)cc2)c2cc(Cl)c3cccnc3c2O)CC1 (stereo unspecified)	i	1.1
16	CC(Sc1ccccc1)C(=O)N1CCN(S(=O)(=O)c2ccccc2F)CC1 (stereo unspecified)	i	0.55
17	CCN(CC(=O)Nc1ccc(N2CCOCC2)cc1)C(=O)c1ccc(C#N)cc1	i	0.94
18	COCCN(C(=O)Cc1cccs1)c1nnc(-c2ccncc2)s1	i	-0.21
19	CCCN1CCC(=O)N([C@H](CSc2ccc(OC)cc2)c2ccccc2)CC1	i	-0.42
20	CCn1c(Cc2ccccc2)nnc1SCC(=O)c1cccc([N+](=O)[O-])c1	i	-0.04
21	CC(=O)C1=C(O)C(=O)N(Cc2cccnc2)C1c1ccc(Cl)cc1 (stereo unspecified)	i	0.56
22	O=C(CN1C(=O)C2CC=CCC2C1=O)Nc1ccc(-c2nnc3n2CCCCC3)cc1 (stereo unspecified)	i	-0.02
23	COc1cc(C(=O)NCCCNc2ccc([N+](=O)[O-])cc2)cc(OC)c1OC	i	-0.14
24	O=C(c1ccc(Cl)c(S(=O)(=O)N2CCOCC2)c1)N1CCN(c2ccccc2F)CC1	i	-0.23
25	CCc1cc2ccc(OC)cc2nc1SCC(=O)N1CCN(C(=O)c2ccco2)CC1	i	-2.9
26	O=C(c1ccc(S(=O)(=O)N2CCOCC2)cc1)N(c1cccc(Cl)c1)C1C=CS(=O)(=O)C1 (stereo unspecified)	i	0.19
27	Cc1nnc2ccc(N3CCCC3)nn12	i	0.84
28	COc1cccc(NC(=O)CSc2nc3scc(C)c3c(=O)[nH]2)c1	i	-0.17
29	COc1ccc(OC)c(S(=O)(=O)N2CCN(C)CC2)c1	i	-0.46
30	CCOc1ccccc1NC(=O)C1C2C=CC(O2)C1C(=O)O (stereo unspecified)	i	1.4
31	O=C(NCCc1c[nH]c2ccccc12)OCCSS(=O)(=O)O	i	0.43
32	Cc1cc(C)cc(-n2cnc3cc(C(=O)O)ccc32)c1	i	1.6
33	Cc1cccc(C2c3[nH]c4ccccc4c3CCN2C(=O)c2cc(CC(C)C)nc(C)n2)n1 (stereo unspecified)	i	0.59
34	Cn1nnnc1SCC(=O)NCCCc1ccccc1	i	-0.48
35	C/C(=N/NC(=O)Cc1ccccc1)c1ccc(C)s1	i	2
36	COc1ccccc1N1CCN(C(=O)C(Cc2ccccc2)NC(=O)C2CCCCC2)CC1 (stereo unspecified)	-7.4*	-1.2

6 entries already listed, ordered by the number in Kir21 inh, highest first.
| No. | SMILES | KCNQ2 inh | Kir21 inh |
| --- | --- | --- | --- |
| 35 | C/C(=N/NC(=O)Cc1ccccc1)c1ccc(C)s1 | i | 2 |
| 32 | Cc1cc(C)cc(-n2cnc3cc(C(=O)O)ccc32)c1 | i | 1.6 |
| 27 | Cc1nnc2ccc(N3CCCC3)nn12 | i | 0.84 |
| 31 | O=C(NCCc1c[nH]c2ccccc12)OCCSS(=O)(=O)O | i | 0.43 |
| 26 | O=C(c1ccc(S(=O)(=O)N2CCOCC2)cc1)N(c1cccc(Cl)c1)C1C=CS(=O)(=O)C1 (stereo unspecified) | i | 0.19 |
| 28 | COc1cccc(NC(=O)CSc2nc3scc(C)c3c(=O)[nH]2)c1 | i | -0.17 |

Further compounds follow:
no.	SMILES	KCNQ2 inh	Kir21 inh
37	CN(C)CCNc1nc2c(c(=O)[nH]c(=O)n2C)n1CCCc1ccccc1	i	-0.04
38	CCc1ccc(OCc2nnc(SCC(=O)N3CCN(c4ccccc4)CC3)o2)cc1	i	-0.68
39	Cc1ccc(-n2c(-c3ccc(Cl)cc3)c[n+]3c2CCC3)cc1	i	-1.1
40	CCOC(=O)c1ccc(S(=O)(=O)NNC(=O)c2cccc(N(C)C)c2)cc1	i	0.05
41	COc1ccc(CCCc2nnc(SCC(=O)Nc3nc(C)cs3)n2C)cc1C	i	-0.32
42	CC(C)(C)NC(=O)CSc1nc2ccccc2n1-c1ccccc1	i	-2.2
43	O=C(c1cccc(C(F)(F)F)c1)C1CCCN(C(=O)CN2CCCC2=O)C1 (stereo unspecified)	i	1.8
44	Cc1cc(C)c(C(=O)c2ccc(C(=O)NC(C)(C)C)cc2)c(C)c1	i	0.02
45	C[C@H](NC(=O)C1CC(=O)N(c2ccc(F)cc2)C1)C(=O)N1CCCCC1 (stereo partly specified)	i	-0.32
46	CCOC(=O)NC1(NC(C)C)Oc2ccccc2O1	i	0.03
47	CCn1c(C(O)c2ccc(C)cc2)nc2ccccc21 (stereo unspecified)	i	-1.7
48	CCOc1ccc2[nH]c(=O)c(CN(Cc3ccc(C)cc3)C(=O)N3CCCC3)cc2c1	i	0.48
49	Cc1ccc(/C=N/NC(=O)CNC(=O)c2ccc(C)c([N+](=O)[O-])c2)o1	i	-0.08
50	O=C(Nc1nnc(-c2ccccc2)o1)c1ccc(Cl)cc1	i	0.87
51	Cc1ccc(N2NC(=O)/C(=C/c3ccc(-c4ccc(Cl)c(C(=O)O)c4)o3)C2=O)cc1C	i	-1.2
52	COC(=O)c1ccc(-n2cncn2)c(F)c1	i	-1.9
53	Cc1ccc(NC(=O)CSc2ncc(-c3ccccc3)n2C(=O)c2ccccc2)cc1	i	0.01
54	CCC1CC(CSC(=N)N)OC1=O (stereo unspecified)	i	1.2
55	Oc1ccccc1N=N/C(=N/Nc1ccccc1O)c1ccccc1	i	0.03
56	O=C(CCNC(=O)C1CCN(S(=O)(=O)c2ccccc2)CC1)NCc1ccc(Cl)cc1	i	0.7
57	O=C(Nc1cccc(Cl)c1)N(Cc1nc2ccccc2c(=O)[nH]1)C1CCCC1	i	-0.56
58	CC(C)c1cc(C(=O)N/N=C/c2cccnc2)cs1	i	0
59	Cc1nn(C)cc1S(=O)(=O)N1CCN(c2ccc(F)cc2)CC1	i	0.35
60	COc1ccc(N(C(C)=O)S(=O)(=O)c2cccc3cccnc23)cc1	i	0.26
61	COc1ccc(C(=O)C[n+]2ccc3ccccc3c2C)cc1	i	-1.5
62	Cc1scc(C(=O)NNC(=S)NC(C)c2ccccc2)c1C (stereo unspecified)	i	0.21
63	COC(=O)[C@H](C)NC(=O)COc1ccccc1	i	-0.1
64	Cc1cc(Oc2ccccc2)nc(N2CCOCC2)n1	i	-0.76
65	COc1cc(-n2c(C)nc3cc(C(=O)O)ccc32)cc(OC)c1OC	i	-0.55
66	CC(C)CC(=O)NC(=S)Nc1ccc(N2CCOCC2)c(Cl)c1	i	0.07
67	O=C(Nc1ccc2c(c1)OCO2)O[C@@H]1C[C@H]2CCC(=O)N3CC[C@@H](C1)[C@@H]23	i	-1.4
68	CCOC(=O)c1c(S(=O)(=O)Nc2ccc(F)cc2Cl)c(C)n(C)c1C	i	-1.1
69	COc1ccc(OC)c(S(=O)(=O)n2nc(-c3ccccc3)cc2N)c1	i	-0.02
70	CCN(c1ccccc1)S(=O)(=O)c1cccc(C(=O)N(C)CCOc2ccccc2)c1	i	1.6
71	CC(C)c1ccc(/C=C/c2ccc(=O)n(C)n2)cc1	i	0.84
72	Cc1cccc(-n2c(SCC(N)=O)nc3c(c2=O)C2(CCCC2)Cc2ccccc2-3)c1	-6.8*	1.7
73	O=C(NCc1ccc2c(c1)OCO2)c1c(Cl)cccc1Cl	i	0.14
74	Cc1c(S(=O)(=O)Nc2ccc(Oc3ccccc3)cc2)c(=O)n(C)c(=O)n1C	i	-0.04
75	CCCCCN(C(=O)CCC(=O)OCC(=O)c1ccc(C(C)(C)C)cc1)c1c(N)n(CCCC)c(=O)[nH]c1=O	i	-0.37
76	O=C(CN1CCN(c2ccccn2)CC1)Nc1cccc(S(=O)(=O)N2CCOCC2)c1	i	-0.05
77	COC(=O)c1cn(Cc2c(C)cc(C)cc2C)nn1	i	0.81
78	CC(C)(CNS(=O)(=O)c1ccc2c(c1)OCCO2)N1CCOCC1	i	-1.7
79	COC(=O)C1CN(S(=O)(=O)c2cc(OC)ccc2OC)CCS1 (stereo unspecified)	i	0.16
80	CCOc1ccc(-c2c(C#N)c(N)nc3sc(C(=O)c4ccccc4)c(N)c23)cc1	i	0.54
81	CC(=O)c1cn(CC(=O)NCc2cccnc2)c2ccccc12	i	-0.71
82	COc1ccccc1NC(=O)C(C)OC(=O)C1CC(=O)N(c2ccc3c(c2)OCCO3)C1 (stereo unspecified)	i	-0.41
83	O=C(CSc1nc2sc3c(c2c(=O)n1-c1ccccc1)CCCC3)NCc1ccco1	i	0.3
84	COC(=O)C1=C(C)NC(C)=C([N+](=O)[O-])C1c1ccccc1C(F)(F)F (stereo unspecified)	i	0.15
85	CN(Cc1ccccn1)C(=O)c1ccc2nc(Cc3cccc(Cl)c3)oc2c1	i	-0.58
86	N#CCCn1c(C(C#N)(CCC#N)CCC#N)nc2ccccc21	i	2.3
87	CCOC(=O)C(C)On1c(-c2cccc(Cl)c2)nc2ccc([N+](=O)[O-])cc21 (stereo unspecified)	i	1.3
88	CS(=O)(=O)c1ccc2c(c1)sc1nc(=O)c(/C=C3/C=CC(=O)C(O)=C3)c(N)n12	i	-0.92
89	O=S(=O)(Nc1ccc2c(c1)OCCO2)c1cccc2nsnc12	i	-0.83
90	CCN(CC)CCNC(=O)CS(=O)Cc1nc(-c2ccc(Cl)cc2)oc1C (stereo unspecified)	i	-0.6
91	COCCNC(=O)C1CCC(CNS(=O)(=O)c2ccc(F)cc2)CC1 (stereo unspecified)	i	-1.4
92	O=C(c1ccco1)N1CCN(C(=O)C2CCCN(S(=O)(=O)Cc3ccccc3)C2)CC1 (stereo unspecified)	i	1.7
93	N#CCSc1nnc(Cc2ccc3c(c2)OCO3)o1	i	0.37
94	COc1cc(C2c3sc(=O)[nH]c3SC3C(=O)N(c4ccc(C)cc4)C(=O)C32)ccc1O (stereo unspecified)	i	-0.12
95	Cn1nnnc1SCc1cc(=O)[nH]c2ccccc12	i	0.7
96	COc1ccc(CCN(C(=O)C(F)(F)F)C(C(=O)NC2CCCCC2)c2ccc(C)s2)cc1 (stereo unspecified)	i	1.4

Going on with the list:
no.	SMILES	KCNQ2 inh	Kir21 inh
97	CCOC(=O)c1oc2ccccc2c1CN1CCN(C(=O)c2ccccc2)CC1	i	-1
98	CCOc1ccc(NC(=O)CN(c2ccc(OCC)cc2)S(=O)(=O)c2c(C)[nH]c(=O)[nH]c2=O)cc1	i	0.56
99	CC(=O)c1cccc(CN2CCN(C(C)C)C(CCO)C2)c1 (stereo unspecified)	i	-0.22
100	O=C(Nc1cc(S(=O)(=O)N2CCOCC2)ccc1N1CCCC1)c1cc(=O)[nH]c2ccccc12	i	0.13
101	O=C(CSc1nnc2ccccn12)N1CCc2ccccc2C1	i	0.07
102	CCCOC(=O)C1[C@H]2C(=O)N(C(C)c3ccc(OC)cc3)C[C@]23C=C[C@H]1O3 (stereo partly specified)	i	0.76
103	O=c1cc(CN2CCN(CCO)CC2)c2cc3c(cc2o1)CCC3	i	-1.3
104	CCCC(=O)NC(=S)Nc1ccc(C(C)=O)cc1	i	1.4
105	CCN(C(=O)CSc1nnc(-c2ccc(F)cc2)c2ccccc12)C1CCS(=O)(=O)C1 (stereo unspecified)	i	-2.8
106	CCC1=C(OC(=O)N(CC)CC)N2C(=O)OC(=NCC(=O)OC)[C@]2(Cc2ccccc2)[C@H]2C1=CC[C@H]1C(=O)N(CC(=O)OC)C(=O)[C@H]12	i	-2.2
107	CC(C)(C)C(=O)N1CCC[C@H]1C(O)(c1ccccc1)c1ccccc1	i	0.33
108	CC(C)n1cc([C@@H]2C[C@H]3CN(Cc4cccc(Cl)c4)C(=O)[C@]34CCCN24)cn1	i	0.86
109	O=C(O)C(Cc1ccccc1)NS(=O)(=O)c1ccc2c(c1)OCCO2 (stereo unspecified)	i	1.7
110	Nn1c(SCC(=O)Nc2nc3ccccc3s2)nncc1=O	i	0.38
111	O=C(CCCc1ccccc1)NCCN1CCOCC1	i	-0.61
112	CS(=O)(=O)N1CCN(C(=O)c2cccnc2)CC1	i	-0.3
